D1 allo mod: allosteric modulators of human D1 dopamine receptor | 58,000 tested, 5.9% active | P21728 | HEK293 D1, CRE-luciferase, dopamine EC30 potentiation; actives deviate in either direction | B-score at 10 µM;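 active = luminescence count or its row- and column-corrected plate score outside the 99.7% band of the plate's sample wells, on either side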
Jurkat viability: cytotoxic compounds reducing Jurkat cell viability. Jurkat E6.1 viability, ATP luminescence, 48 h. inhibition, % at 4 µM. 56,000 tested, 1.2% active;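 active = inhibition above the mean inhibition of all tested compounds plus 3 SD, cut at about 28% in these data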
M1 ag: agonists of M1 muscarinic receptor; CHO-M1 cells, Fluo-4 calcium fluorescence, agonist mode; active compounds read high; B-score at 10 µM; 64,000 tested, 3% active;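 active = fluorescence rise, raw or as B-score row- and column-corrected plate score, outside the 99.7% band of its plate's samples, either direction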
HEK293 NFkB inh: inhibitors of the PMA/ionomycin-induced NF-kB reporter in HEK293 cells; HEK-293 NF-kB luciferase reporter, luminescence; inhibition, % at 3 µM; 62,000 tested, 0.21% active; AID 465;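 active = inhibition above the mean of all tested compounds plus 3 SD, cut at about 40% in these data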;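 also: 0% = stimulated DMSO wells and 100% = 10 µM reference inhibitor 5653914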
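Material: HEK-293 cells with stable firefly luciferase reporter driven by four HIV NF-kB elements / Also added: PMA plus ionomycin mix as NF-kB-activating stimulus / Compound dosing: 3 µM once, 0.30% DMSO / Times: 1 h pretreatment, 16 h stimulation, 37 °C / Signal: luminescence / Evaluation: per-plate % inhibition versus controls / Benchmarks: DMSO and 10 µM reference inhibitor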
S1P3 agonist: activates the human S1P3 receptor. 60,000 tested, 0.1% active. S1P3 NFAT-BLA reporter cells, agonism, FRET ratio; relative to 1 µM S1P, basal subtracted. Q99500. AID 373. activation, % at 4.5 µM;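 active = activation above the screen-wide mean plus 3 SD, cut at about 4.5% in these data, passing the limit was not always enough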; also: some compounds called inactive have numbers as strong as hits
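Measure – % activation relative to 1 µM S1P (100%), per plate · System – stable CHO line with human S1P3, Gα16, NFAT-BLA reporter · Timing – cells plated overnight, compound 4 h 37 °C, substrate 2 h RT · Technique – fluorescent BLA substrate, ex 405 nm, em 460/535 nm ratio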
S1P1 ag pot: agonists and agonism potentiators of human S1P1 receptor; P21453; S1P1 CRE-bla cells, forskolin, beta-lactamase FRET, potentiator mode; S1P1 agonist co-added at EC20, 2 nM; 100% = saturating reference agonist, 0% = basal; activation, % at 9.5 µM; 56,000 tested, 0.57% active; AID 449;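 active = activation above a cutoff set at the mean activation of all tested compounds plus 3 SD, cut at about 54% in these data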;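 also: forskolin at 4 µM as EC80 and the EC20 agonist is SEW2871; 100% = SEW2871 at its EC100 plus forskolin at EC80; some compounds past the cut are filed as inactive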
Target sequence (P21453 whole entry, looked up): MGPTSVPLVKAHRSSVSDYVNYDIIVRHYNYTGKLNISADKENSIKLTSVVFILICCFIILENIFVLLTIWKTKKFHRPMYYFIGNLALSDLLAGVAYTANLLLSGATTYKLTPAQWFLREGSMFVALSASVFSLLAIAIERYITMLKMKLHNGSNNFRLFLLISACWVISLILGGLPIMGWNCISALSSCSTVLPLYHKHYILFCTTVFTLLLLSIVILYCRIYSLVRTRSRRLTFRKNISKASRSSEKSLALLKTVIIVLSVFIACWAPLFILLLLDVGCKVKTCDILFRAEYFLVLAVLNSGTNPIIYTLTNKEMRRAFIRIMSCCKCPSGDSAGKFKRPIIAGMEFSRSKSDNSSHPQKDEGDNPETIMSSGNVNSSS
M1 antagonist: blocks the rat M1 muscarinic receptor response to acetylcholine; AID 628; B-score at 10 µM; 64,000 tested, 3.4% active; P08482; CHO-M1 cells, Fluo-4 calcium, ACh EC80 antagonist mode; active compounds read low;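 active = calcium fluorescence response, raw or row-and-column corrected B-score, differing from the plate sample mean either way at a set confidence level, mostly lower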
Target sequence (P08482 whole entry, looked up): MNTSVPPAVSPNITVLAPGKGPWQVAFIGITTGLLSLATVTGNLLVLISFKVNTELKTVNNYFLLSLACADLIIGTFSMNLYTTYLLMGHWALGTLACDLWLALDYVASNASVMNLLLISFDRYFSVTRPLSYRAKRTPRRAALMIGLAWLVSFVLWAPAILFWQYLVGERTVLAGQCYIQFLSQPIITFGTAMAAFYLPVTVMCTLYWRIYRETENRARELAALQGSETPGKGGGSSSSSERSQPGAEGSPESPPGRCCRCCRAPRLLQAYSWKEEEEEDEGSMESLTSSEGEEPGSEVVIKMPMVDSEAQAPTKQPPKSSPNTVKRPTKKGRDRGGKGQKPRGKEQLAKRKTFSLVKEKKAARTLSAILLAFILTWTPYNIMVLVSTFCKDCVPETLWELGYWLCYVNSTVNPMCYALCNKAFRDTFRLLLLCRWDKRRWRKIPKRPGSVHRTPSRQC
TNAP act mid DEA: activators of human TNAP at intermediate phosphate acceptor. purified TNAP, CDP-star luminescence, 100 mM DEA, 30 min; active compounds read high; scale: 0 levamisole-inhibited, 1 vehicle-only enzyme. activation factor at 20 µM. 64,000 tested, under 10 active;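 active = activation factor of at least 2 at 20 µM, relative to controls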
E coli RNAP: blocks E. coli RNA polymerase transcription | fluorescence transcription assay | AID 559 | 62,000 tested, 0.2% active | inhibition, %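 (tested at 10 µM)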 | P0A8V2; in the data active = inhibition above about 20%;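 also: 0% = enzyme without compound and 100% = no enzyme blank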
Active calls of the source: *; · = not tested or not shown.

Below each compound: M1 antagonist, S1P1 ag pot, HEK293 NFkB inh, TNAP act mid DEA, E coli RNAP, Jurkat viability, D1 allo mod, M1 ag, S1P3 agonist
> COc1ccc(NC(=O)C(NS(=O)(=O)c2ccc3c(c2)CCCN3C(C)=O)C(C)C)c(OC)c1 (configuration not stated)
    -0.17, -1, -9, 1, 4, 6, ·, 2.3, 0.3
> CCC(=O)c1cc2c(cc1NC(=O)c1ccc(C)cc1)OCCO2
    ·, -6, -6, 0.9, -1, 2, -0.51, ·, -1.8
> O=C(COc1ccc2oc3c(c2c1)CCCC3)Nc1ccccn1
    0.29, 11, 4, ·, ·, -6, -0.74, 0.79, -0.5
> O=C(Cn1cccc1C(=O)c1ccccc1)NCCN1CCOCC1
    -0.012, 0, 6, 0.8, 6, -11, 0.56, 0.044, -1.1
> C=C(C)CSc1nc2ncccc2[nH]1
    -0.28, -13, 4, 0.5, 6, -4, 0.25, 0.0023, -0.9
> N#CCCCSc1nnc(-c2ccccn2)o1
    0.26, -8, -10, 0.9, 0, -12, 0.15, -0.65, -0.4
> N#Cc1nc(-c2ccccc2Cl)oc1NCC1CCCO1 (configuration not stated)
    -0.057, -10, 0, 0.9, 6, 11, 5.7*, -1.4, -0.4
> COc1ccccc1NC(=O)c1oc2ccccc2c1NC(=O)c1cc(OC)c(OC)c(OC)c1
    -0.033, -39, 11, 0.9, 6, -4, 14*, 0.13, -0.6
> O=C(Nc1cccc(C(=O)N2CCOCC2)c1)c1ncn[nH]1
    0.95, -14, 5, 1, 6, -6, 0.21, -0.095, 0.0
> CCCCc1cc(=O)oc2cc(C)cc(OCc3nn[nH]n3)c12
    -0.028, -11, 3, 0.9, 3, 10, -1.3, -0.46, -0.3
> O=C(COC(=O)c1cccs1)NCCN1C(=O)CSC1=O
    ·, -12, 7, 1, 4, -6, -0.66, ·, -0.4
> CCOc1ccccc1C1C(C#N)=C(N)Nc2onc(-c3ccccc3)c21 (configuration not stated)
    -0.63, -14, 21, 0.9, 6, -5, 1.7, 1.8, -0.9
> O=C(O)C1C2C=CC(C2)C1C(=O)NCc1ccc2c(c1)OCO2 (configuration not stated)
    -0.41, -16, 19, 1, 1, 1, 0.83, 0.22, -1.7
> CCN(CC)S(=O)(=O)c1ccc(-c2nnc(SCC(=O)N3c4ccccc4CC3C)o2)cc1 (configuration not stated)
    0.83, 10, 23, 0.9, 8, 2, -0.85, 0.01, -0.8
> CCN1CCN(C(=O)C2CCN(Cc3nc(-c4ccc(Cl)cc4)oc3C)CC2)CC1
    1.1, 13, 2, 1, 0, 0, -0.28, 0.69, -0.6
> Cc1nc(NC(=O)CCC(=O)O)sc1C(=O)N(C)C
    0.11, -9, 6, 1, 2, 1, -0.44, -1.5, -0.9
> CC(=O)c1nc(N2C(=O)C3CC=C(C)CC3C2=O)sc1C (configuration not stated)
    ·, -5, -6, 0.9, 9, 1, -0.7, ·, -0.3
> CC1S/C(=C(\C#N)C(=O)NCc2ccco2)N(Cc2ccco2)C1=O (configuration not stated)
    0.21, 17, 17, 1, 8, -4, 0.12, 0.59, -0.1
> CCOC(=O)N1CCN(C(=O)C(C)N(c2ccc(Oc3ccccc3)cc2)S(C)(=O)=O)CC1 (configuration not stated)
    -1.3, -13, 23, 0.9, 5, -3, -0.15, 3.6*, -0.2
> Cc1ccccc1N(CC(=O)Nc1ccccc1C(=O)O)S(C)(=O)=O
    0.63, -35, -19, 0.9, -2, -2, -0.41, 0.6, -0.3
> Cc1cccc(N(CC(=O)Nc2c(C)n(C)n(-c3ccccc3)c2=O)S(C)(=O)=O)c1C
    0.47, ·, ·, 0.9, 3, ·, 0.71, -0.02, ·
> CCc1ccccc1NS(=O)(=O)c1cc(C)ccc1OC
    0.17, -25, -1, 1, 3, 9, 0.31, 0.051, -0.9
> COc1ccc(-c2nc(C3CCCCC3)no2)cc1OC
    ·, 40, -2, 0.9, 5, 9, ·, ·, -1.0
> CCCCOC(=O)c1ccc(Nc2ncnc3nc[nH]c23)cc1
    0.32, 21, -6, 1, 7, -4, -2.4, -0.69, 0.2
> Cc1cccc(-c2nnc(-c3ccc(N)cc3)o2)c1
    -0.36, ·, -51, 1, -1, -1, -2.6, 0.094, -0.4
> CCOc1ccc(OCc2ccc(C(=O)O)o2)cc1
    ·, -2, 8, 1, 4, -10, -5.1*, ·, 0.0
> CCOC(=O)Nc1cccc(OCC(=O)Nc2ccc(OC)cc2OC)c1
    -0.28, 12, 20, 1, 11, 2, -0.41, -0.53, -0.9
> O=C(O)CCc1ccc(-c2ccc(F)cc2)n1Cc1ccco1
    0.051, 15, 2, 1, -3, -4, -0.39, -1.5, -0.2
> CC(=O)Nc1ccc(C)cc1NC(C)=O
    -0.1, -30, 7, 0.9, 6, -7, 0.18, -0.18, -0.8
> Cc1ccc2oc(=O)c3cnn(CC(=O)Nc4ccccc4N4CCN(C)CC4)c3c2c1
    -16*, 2, -6, 1, 5, -2, -1.4, 0.054, -0.8

2 compounds picked at random from those above, as already listed:
Below each compound: M1 antagonist, S1P1 ag pot, HEK293 NFkB inh, TNAP act mid DEA, E coli RNAP, Jurkat viability, D1 allo mod, M1 ag, S1P3 agonist
> CCN1CCN(C(=O)C2CCN(Cc3nc(-c4ccc(Cl)cc4)oc3C)CC2)CC1
    1.1, 13, 2, 1, 0, 0, -0.28, 0.69, -0.6
> Cc1ccccc1N(CC(=O)Nc1ccccc1C(=O)O)S(C)(=O)=O
    0.63, -35, -19, 0.9, -2, -2, -0.41, 0.6, -0.3

Additional structures follow.
Below each compound: M1 antagonist, S1P1 ag pot, HEK293 NFkB inh, TNAP act mid DEA, E coli RNAP, Jurkat viability, D1 allo mod, M1 ag, S1P3 agonist
> CC1CCCC(C)N1CCNC(=O)Cn1nc(-c2ccccc2)ccc1=O (configuration not stated)
    0.31, -34, -9, 0.9, 3, 3, -0.14, 2.1, -0.2
> COC(=O)CC1=Nc2ccccc2NC(=O)C1
    0.28, 10, 4, 0.9, 7, 1, 0.35, 0.7, -1.3
> Cc1ccc(-n2ncc3c2ncn2c(-c4ccncc4)nnc32)cc1
    0.16, 9, 1, 0.6, 3, -8, ·, 0.11, -1.0
> Nn1c(SCC(=O)Nc2ccc(F)cc2)nnc1-c1cccnc1
    -0.19, -7, 11, 0.9, 10, -2, -0.81, 0.41, 0.1
> Cc1ccc(C)c(N2CCN(C(=O)Cn3cccc3)CC2)c1
    -0.67, 16, 4, 1, -5, 2, 0.0018, -0.45, -1.0
> CC1=CC(C)(C)N2C(=O)C3(C(C#N)=C(N)Oc4cc(C)oc(=O)c43)c3cccc1c32 (configuration not stated)
    -1.3, 2, 11, 0.7, 3, 3, -0.2, 1.3, -1.7
> COCCn1c(=O)[nH]c2cc(C(=O)NCCc3ccc(OC)c(OC)c3)ccc2c1=O
    -0.41, ·, 17, 0.8, 6, ·, ·, 0.64, ·
> COc1ccc(-c2nnc(Nc3nc4c(OC)cccc4s3)o2)cc1
    0.43, -195, -11, 1.1, 0, 5, ·, 0.98, -0.5
> CC1=CC2(C#N)C3(N=C(N)C2(C#N)C(c2ccccc2)N1)OCCO3 (configuration not stated)
    -1, -6, -1, 1, 8, -2, 0.25, -0.13, -1.2
> O=C(NCCc1cn2ccccc2n1)c1ccc(Br)o1
    -0.46, 4, 4, 0.9, 3, 2, -0.5, 0.21, -0.8
> CC1CCCCN1C(=O)c1cc(F)c(F)cc1Cl (configuration not stated)
    -0.11, -8, 14, 0.9, 5, -7, -1, 0.14, -0.2
> COc1ccc(NC(=O)c2oc3ccc(S(=O)(=O)N4CCC5(CC4)OCCO5)cc3c2C)cc1
    -2.2, 21, 16, 0.9, 7, 16, -3.3*, 13*, -0.7
> O=C(O)COc1ccc(-c2nnn(Cc3ccccc3F)n2)cc1
    0.14, -12, -7, 0.9, 5, -3, -0.02, -0.34, 0.2
> C=C(C)CN=c1scc(C)n1/N=C/c1ccco1
    -0.31, -10, -6, 0.9, 6, -8, -0.014, -0.088, 0.0
> CCCCSc1nc(C)c(CC(=O)OC)c(=O)[nH]1
    0.21, -3, 3, 0.9, 5, -7, 0.016, 1.6, -0.5
> CC(=O)Nc1nc(CC(C)C)cc2c1c(=O)oc1ccccc12
    -1.6, -29, 12, ·, ·, -6, 3.1, 0.9, -0.9
> O=C(NCc1cccs1)C1CCC(CNS(=O)(=O)c2ccc(Br)s2)CC1 (configuration not stated)
    0.03, ·, 14, 1, 8, ·, 0.26, 0.62, ·
> Cc1ccc(CN2CCN(CC(=O)N3CCC(C(N)=O)CC3)C2=O)cc1
    -0.042, -18, 3, 0.8, 7, 1, -0.057, 0.84, -0.3
> Cn1c(COc2ccc3ccccc3c2)nnc1SCC(=O)O
    0.0064, 15, 19, 1, 7, -6, -1, -0.27, -0.4
> CCCC1COC(Cn2cncn2)(c2ccc(C)cc2)O1 (configuration not stated)
    -13*, 11, 1, 1, -7, 4, 2.5, 1.2, -1.1
> CCOC(=O)c1[nH]c2ccc(OC)cc2c1C
    -0.35, -9, ·, 0.9, 7, ·, ·, 0.21, 1.2
> Clc1ccccc1C1CC(c2ccccc2)Nc2ncnn21 (configuration not stated)
    0.0087, -16, 1, 1, 2, 6, 3.2, -0.79, 0.3
> CCC(Sc1nccn1C)C(=O)Nc1nnc(C)s1 (configuration not stated)
    -0.39, -7, 4, 0.9, 8, -3, ·, -0.31, -0.3
> COc1cccc(OCCn2ccnc2)c1
    0.0014, -1, 17, 0.9, -3, 2, 0.82, -0.034, -1.0
> Clc1ccc(Nc2ncnc3c2cnn3-c2ccccc2)cc1
    0.31, -5, -10, 0.8, 2, 1, -1.1, 0.51, 0.3
> O=C(NCc1ccc(Cl)c(Cl)c1)c1cccnc1
    -0.0059, 10, 7, 0.9, 4, -1, ·, -0.31, -0.7
> COc1cc(NS(=O)(=O)c2ccc(Br)cc2)c(OC)cc1NC(=O)c1ccco1
    -0.21, 21, 11, 0.9, 2, -3, 2.2, 0.0015, -0.6
> CCOC(=O)N1CCN(C(c2ccc(Cl)cc2)c2sc3nc(C)nn3c2O)CC1 (configuration not stated)
    0.58, 8, 24, 0.8, 6, 7, -1.5, 0.44, -1.0
> O=C(CNC(=O)c1ccc(Br)o1)Nc1cccc(-c2cnc3ccccc3n2)c1
    0.75, ·, 15, 0.9, 4, 0, 1.5, 0.83, -0.7

Source: PubChem (several laboratories)

This is a random part of the collection; 12% or so of the library scored in one or more.
